Screening results deposited in PubChem BioAssay by several laboratories.
NPR2 activator – GC-B (human) receptor activation; P20594; HEK293-GC-B cells, CNP EC30, cGMP TR-FRET; 0% at EC30 CNP, 100% saturating CNP; activation, % at 10 µM; 0.11% of 370,000 active; AID 1920062;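 active means activation at 10 µM reaching about 35% in either raw or pattern-adjusted values, limit read from the data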
DAX1 inh-1 – inhibits human nuclear receptor DAX1; P51843; HEK293 Gal4-DAX1 luciferase reporter, luminescence; inhibition, % at 6.75 µM; 0.99% of 340,000 active; AID 504766;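 active means inhibition above the mean over all tested compounds plus 3 SD, cut at about 4.2% in these data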;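 further: 0% = DAX1-transfected cells with DMSO and 100% = empty-vector control cells with DMSO; inhibition shows as a rise in luminescence from relieved DAX1 repression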
GC-A act – GC-A (human) enzyme activation. P16066. 0.14% of 370,000 active. activation, % at 10 µM. HEK293 GC-A cells, cGMP TR-FRET, EC30 ANP; 0% at EC30 ANP, 100% saturating ANP; in the data active means activation above about 40%
sPLA2-III inh – Inhibits HGIII-sPLA2 liposome hydrolysis, primary screen | inhibition, % at 12.2 µM | 0.56% of 370,000 active | QFRET BODIPY PC-A2 liposome hydrolysis, fluorescence | AID 743126 | Q9NZ20;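 active means inhibition above mean plus 3 SD of compounds lying within the high and low control bounds, cut at about 19% in these data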;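 further: 0% = median of test compound wells and 100% = no enzyme DMSO wells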
Target sequence (Q9NZ20 whole entry, looked up): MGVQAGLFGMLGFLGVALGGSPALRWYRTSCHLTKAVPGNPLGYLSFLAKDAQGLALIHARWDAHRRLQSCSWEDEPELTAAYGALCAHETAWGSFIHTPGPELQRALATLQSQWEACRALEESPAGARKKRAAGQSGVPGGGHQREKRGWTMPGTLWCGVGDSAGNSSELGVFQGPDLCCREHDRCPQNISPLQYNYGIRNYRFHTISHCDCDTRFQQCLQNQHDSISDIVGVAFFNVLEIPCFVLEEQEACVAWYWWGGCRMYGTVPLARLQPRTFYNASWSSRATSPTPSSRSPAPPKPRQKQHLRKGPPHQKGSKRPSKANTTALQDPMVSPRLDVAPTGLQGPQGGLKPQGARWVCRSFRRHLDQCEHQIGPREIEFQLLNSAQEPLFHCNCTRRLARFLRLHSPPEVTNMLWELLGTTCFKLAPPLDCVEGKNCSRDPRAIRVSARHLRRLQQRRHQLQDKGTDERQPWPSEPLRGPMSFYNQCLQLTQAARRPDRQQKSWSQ
GAA850 FXN act – activators of GAA850 frataxin (FXN) promoter; activation, % at 6 µM; 0.56% of 360,000 active; HEK293 lucGAA850 FXN promoter luciferase reporter, 24 h; percent of 10 µM SAHA response;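 active means activation above the average of all compounds screened plus 3 SD, cutoff fixed separately per campaign, cut at about 7.5% in these data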;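 further: 0% = DMSO wells and 100% = 10 µM SAHA wells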
DAX1 inh-2 – DAX1 (NR0B1) inhibition, primary screen; AID 652010; HEK293T StAR-luciferase reporter, SF-1/DAX-1 repression relief; inhibition, % at 6.8 µM; 1.1% of 370,000 active;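 active means inhibition above the mean over all tested compounds plus 3 SD, cut at about 3.6% in these data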;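 further: 0% = DAX-1 cells with DMSO and 100% = cells lacking DAX-1 with DMSO; higher inhibition means more luminescence from relief of DAX-1 repression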
hgDAF12 agonist – agonists of H. glycines DAF-12 nuclear receptor | AID 687014 | 1.8% of 370,000 active | activation, % at 6.8 µM | HEK293 GAL4-hgDAF12 UAS-luciferase reporter, agonist luminescence; normalized to butyrate control;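 active means activation above a cutoff set at the mean of all screened compounds plus 3 SD, cut at about 10% in these data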;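 further: 0% = DMSO wells and 100% = sodium butyrate wells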
ADAM10 inh – inhibitors of human ADAM10 | O14672 | recombinant ADAM10, EDANS/DABCYL FRET peptide cleavage, 3 h | inhibition, % at 7 µM | 0.62% of 370,000 active | AID 720582;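 active means inhibition above a per-campaign cutoff equal to the mean of compounds falling between control-based bounds plus 3 SD, cut at about 20% in these data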;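 further: 0% = DMSO wells while the 100% control is not disclosed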
Target sequence (O14672 214-748 limits assumed): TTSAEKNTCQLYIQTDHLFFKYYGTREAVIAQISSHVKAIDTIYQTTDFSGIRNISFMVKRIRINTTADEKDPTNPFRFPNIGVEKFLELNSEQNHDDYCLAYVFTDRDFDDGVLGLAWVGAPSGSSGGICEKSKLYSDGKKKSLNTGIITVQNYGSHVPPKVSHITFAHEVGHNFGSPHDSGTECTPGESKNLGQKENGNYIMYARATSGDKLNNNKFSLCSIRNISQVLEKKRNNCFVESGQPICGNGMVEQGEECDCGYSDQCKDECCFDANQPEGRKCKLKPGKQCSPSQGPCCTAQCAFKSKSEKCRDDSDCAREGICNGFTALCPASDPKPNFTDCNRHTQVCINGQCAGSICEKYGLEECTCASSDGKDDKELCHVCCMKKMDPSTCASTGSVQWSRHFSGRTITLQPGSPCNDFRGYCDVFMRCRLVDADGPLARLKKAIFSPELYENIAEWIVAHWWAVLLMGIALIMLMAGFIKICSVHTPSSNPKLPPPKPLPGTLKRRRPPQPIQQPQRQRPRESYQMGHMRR
hcDAF-12 act – activates DAF-12 receptor from parasite H. contortus; activation, % at 6.8 µM; 1.4% of 370,000 active; HEK293 hcDAF-12 lit1-tk-luc reporter, luminescence; 0% DMSO, 100% Δ7-dafachronic acid;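 active means activation above the mean of all tested compounds plus 3 SD, cut at about 5.5% in these data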;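 further: 100% = response to 3 µM Δ7-dafachronic acid high control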
SMARCA2 act – SMARCA2 function activation, primary screen | MG213 cells, MMTV-luciferase reporter, dexamethasone, overnight | activation, % at 9.1 µM | 1% of 370,000 active | AID 652017; in the data active means activation above about 7.8%;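 further: 0% = vehicle wells and 100% = reference activator wells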
ssDAF-12 act – activators of S. stercoralis DAF-12 nuclear receptor; 1% of 370,000 active; HEK293 ssDAF-12/GRIP1 lit1-tk-luc reporter, luminescence; % of 3 µM dafachronic acid response; activation, % at 6.8 µM;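 active means activation above the mean over all tested compounds plus 3 SD, cut at about 0.9% in these data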;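 further: 0% = DMSO-only wells and 100% = 3 µM delta7-dafachronic acid wells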
Numbers without * were called inactive; · = no result given.

cpd	mol	NPR2 activator	DAX1 inh-1	GC-A act	sPLA2-III inh	GAA850 FXN act	DAX1 inh-2	hgDAF12 agonist	ADAM10 inh	hcDAF-12 act	SMARCA2 act	ssDAF-12 act
1	COc1ccc(Cl)cc1Nc1nc(-c2sc(NC(=O)c3ccco3)nc2C)cs1	0.8	-0.7	0.2	1.6	-0.4	-0.5	-0.3	-21.8	-1.0	2.4	-1.3
2	COC(=O)C[C@@H]1CC[C@H]2[C@@H](COc3ccc(NC(=O)c4ccc(C(F)(F)F)cc4)cc3C(=O)N2C)O1	5.9	·	2.1	-0.5	·	-0.5	1.0	4.3	-2.5	-4.8	-1.4
3	CCOC(=O)N1CCN(C(=O)CNC(=O)c2ccc(Cl)cc2)CC1	-2.4	0.1	1.1	9.9	-1.1	-0.7	-2.0	-8.7	-2.9	-1.1	-1.1
4	COc1ccc(S(=O)(=O)Nc2cc(Sc3ncn[nH]3)c(O)cc2C)cc1	1.7	·	3.2	-69.2	-0.9	0.0	-2.9	-12.7	0.9	-1.9	-1.0
5	Cc1ccc(S(=O)(=O)CC(c2ccccc2)N2CCOCC2)cc1 (centres undefined)	-1.9	-1.1	2.1	5.8	0.6	-0.3	5.4	4.8	-2.0	-4.1	-1.4
6	Cc1sc(NC(=O)CN2CCOCC2)nc1-c1ccc2c(c1)CCN2S(=O)(=O)c1ccccc1	1.8	-2.0	-1.8	-22.4	-3.0	-2.7	-8.4	3.1	-6.0	-7.5	-2.9
7	COc1cccc(C#Cc2c(C=O)n(C)c3ccccc23)c1	-4.7	0.7	-3.0	3.9	-2.1	-0.2	6.0	-27.1	3.2	0.5	-0.3
8	C/C(=N/NC(=O)CNC(=O)c1ccccn1)c1cccc([N+](=O)[O-])c1	-1.1	0.3	-6.3	-3.2	6.3	-0.4	1.9	3.3	-0.4	-0.1	-1.1
9	CCOC(=O)C(C)Sc1nnc(NC(=O)c2ccc3c(c2)OCO3)s1 (centres undefined)	-4.9	0.5	-1.7	-0.4	2.2	-0.6	2.2	-3.5	-0.8	-4.5	-2.3
10	Cc1cccc(C(=O)N[C@H]2CC[C@@]34CCCN3C(=O)CCC[C@H]4[C@H]2C)c1	0.3	·	3.6	2.0	·	·	-0.3	2.1	-1.6	·	-1.3
11	Cc1ccc(NC(=O)c2cccc(OCc3c(C)noc3C)c2)c(C)c1	0.6	-1.2	0.5	-6.0	0.4	-1.1	-2.8	7.1	-2.6	-2.9	-1.4
12	N#Cc1nc(Cc2cccc3ccccc23)oc1NCCCN1CCOCC1	-1.7	-1.1	0.5	-19.4	0.5	-0.5	-0.8	11.0	1.2	-3.6	-1.4
13	O=S(=O)(/N=C(/Nc1ccccc1)c1ccccc1)c1cccs1	1.9	-1.2	-0.9	-1.6	2.6	-0.6	-1.2	6.5	-1.6	2.2	-1.5
14	O=C(NCc1ccncc1)C1CCN(S(=O)(=O)c2ccccc2)CC1	-0.2	0.1	-0.6	-5.5	1.4	0.3	4.5	-1.4	-0.3	-0.7	-0.7
15	COc1ccc(C(=O)Nc2ccc(C(=O)Nc3cccnc3)cc2)cc1	-5.3	-0.8	-4.1	-6.6	-0.1	-0.1	1.2	0.7	0.6	1.0	-1.9

Sorted by molar mass (rising): part of the list above.
cpd	mol	NPR2 activator	DAX1 inh-1	GC-A act	sPLA2-III inh	GAA850 FXN act	DAX1 inh-2	hgDAF12 agonist	ADAM10 inh	hcDAF-12 act	SMARCA2 act	ssDAF-12 act
8	C/C(=N/NC(=O)CNC(=O)c1ccccn1)c1cccc([N+](=O)[O-])c1	-1.1	0.3	-6.3	-3.2	6.3	-0.4	1.9	3.3	-0.4	-0.1	-1.1
15	COc1ccc(C(=O)Nc2ccc(C(=O)Nc3cccnc3)cc2)cc1	-5.3	-0.8	-4.1	-6.6	-0.1	-0.1	1.2	0.7	0.6	1.0	-1.9
11	Cc1ccc(NC(=O)c2cccc(OCc3c(C)noc3C)c2)c(C)c1	0.6	-1.2	0.5	-6.0	0.4	-1.1	-2.8	7.1	-2.6	-2.9	-1.4
3	CCOC(=O)N1CCN(C(=O)CNC(=O)c2ccc(Cl)cc2)CC1	-2.4	0.1	1.1	9.9	-1.1	-0.7	-2.0	-8.7	-2.9	-1.1	-1.1
14	O=C(NCc1ccncc1)C1CCN(S(=O)(=O)c2ccccc2)CC1	-0.2	0.1	-0.6	-5.5	1.4	0.3	4.5	-1.4	-0.3	-0.7	-0.7
12	N#Cc1nc(Cc2cccc3ccccc23)oc1NCCCN1CCOCC1	-1.7	-1.1	0.5	-19.4	0.5	-0.5	-0.8	11.0	1.2	-3.6	-1.4
9	CCOC(=O)C(C)Sc1nnc(NC(=O)c2ccc3c(c2)OCO3)s1 (centres undefined)	-4.9	0.5	-1.7	-0.4	2.2	-0.6	2.2	-3.5	-0.8	-4.5	-2.3
6	Cc1sc(NC(=O)CN2CCOCC2)nc1-c1ccc2c(c1)CCN2S(=O)(=O)c1ccccc1	1.8	-2.0	-1.8	-22.4	-3.0	-2.7	-8.4	3.1	-6.0	-7.5	-2.9
2	COC(=O)C[C@@H]1CC[C@H]2[C@@H](COc3ccc(NC(=O)c4ccc(C(F)(F)F)cc4)cc3C(=O)N2C)O1	5.9	·	2.1	-0.5	·	-0.5	1.0	4.3	-2.5	-4.8	-1.4

More entries:
cpd	mol	NPR2 activator	DAX1 inh-1	GC-A act	sPLA2-III inh	GAA850 FXN act	DAX1 inh-2	hgDAF12 agonist	ADAM10 inh	hcDAF-12 act	SMARCA2 act	ssDAF-12 act
16	COc1cccc(CN(C)C(=O)c2ccc3nccnc3c2)c1	2.7	-0.2	-3.8	-6.9	0.4	-0.4	-1.7	-22.2	0.4	1.5	-0.8
17	CCC(C)C(CO)NCCCn1cnc2c(OCc3ccccc3)ncnc21 (centres undefined)	0.1	-1.1	-1.3	4.4	0.7	0.2	0.4	-16.9	-0.1	-2.1	-1.2
18	CCCCc1noc2c1/C(=N\O)CC(c1ccccc1)C2 (centres undefined)	-2.8	0.4	-0.6	6.4	4.4	-0.7	1.9	1.1	-0.2	3.4	-1.1
19	COc1cnc(-c2ccccn2)nc1N(C)C	-0.9	-1.9	-0.8	0.9	-2.3	-0.1	-7.3	-27.9	-3.3	-0.5	-1.1
20	CCCCOP(=O)(OCCCC)C(Nc1ccc(C(=O)OCC)cc1)c1ccncc1 (centres undefined)	-1.0	-0.4	-4.8	-15.5	0.2	0.0	0.6	2.7	-3.5	-2.7	-1.4
21	CC(C)CNC(=O)c1cccc(NC(=O)CSc2ccc(Cl)cc2)c1	-2.5	-0.2	-2.6	-9.0	1.0	-0.1	-0.4	11.2	-0.5	-1.4	-2.1
22	c1ccc(COc2ncnc3c2ncn3CCCNCC2CCCO2)cc1 (centres undefined)	3.3	0.7	-0.7	2.8	2.3	0.0	-1.9	-5.9	-1.6	-4.3	-0.5
23	O=c1c2c([nH]c3ccccc13)CCCC2	8.0	-0.6	2.2	6.1	0.5	1.7	-2.7	1.8	-2.0	0.6	-0.9
24	O=C(CNC(=O)c1cccc(F)c1)N/N=C/c1cccs1	-0.4	-0.3	4.3	3.7	-0.2	-0.1	-2.8	-7.3	-1.1	-2.0	-1.0
25	O=C1c2cccc(OCc3ccc(F)cc3)c2CCN1Cc1ccccc1	-0.5	-1.1	4.1	-12.5	0.6	-1.7	-1.5	19.9*	-3.9	-5.9	-2.6
26	CN(C)S(=O)(=O)c1ccc2c(c1)nc(CCC(=O)NCCc1ccc(Cl)cc1)n2C	5.4	-0.2	0.4	0.1	1.1	0.1	1.3	4.7	0.1	-1.4	-1.1
27	O=C(CC1(O)C(=O)N(Cc2ccccc2)c2ccccc21)c1ccncc1 (centres undefined)	-12.3	0.0	-2.2	3.8	0.4	-0.5	-0.9	1.4	-1.1	0.1	-1.1
28	Clc1cccc2c1CCN(Cc1nc(-c3cnccn3)no1)C2	-2.2	0.3	-0.9	-1.8	0.5	0.2	0.3	-1.7	-0.2	3.2	-1.6
29	C=CCN(C(=O)CSc1nc2c(sc3ccccc32)c(=O)n1CCN(CC)CC)c1ccccc1	1.6	0.6	-5.2	-2.8	-1.4	0.4	0.2	-230.1	-1.0	3.0	-1.2
30	Cc1cc(C)nc(S/C=C/C(=O)c2ccccc2F)n1	14.4	6.2*	15.0	-0.8	3.5	0.8	-0.1	17.1	-0.9	14.1*	-2.0

More entries.
cpd	mol	NPR2 activator	DAX1 inh-1	GC-A act	sPLA2-III inh	GAA850 FXN act	DAX1 inh-2	hgDAF12 agonist	ADAM10 inh	hcDAF-12 act	SMARCA2 act	ssDAF-12 act
31	N#Cc1c(NC(=O)CSc2nnnn2C2CCCC2)sc2c1CCCC2	-4.0	0.2	2.0	2.5	1.7	-1.3	-1.5	-0.3	-0.5	-2.1	-0.5
32	COc1ccc(CCNS(=O)(=O)c2ccccc2[N+](=O)[O-])cc1OC	1.6	1.0	2.9	-3.0	1.8	-0.4	-0.5	-3.4	-1.2	0.3	-0.7
33	O=C(Nc1ccc(Cl)c(Cl)c1)c1ccncc1	-7.8	-0.8	-1.5	-1.3	3.2	-0.6	7.3	6.9	-0.1	4.2	-0.7
34	O=C(O)C1CC=CCC1C(=O)Nc1ccc(S(=O)(=O)N2CCCc3ccccc32)cc1 (centres undefined)	-0.5	-2.1	3.0	-16.8	-5.5	0.1	-4.6	0.3	-0.1	-5.2	-0.1
35	O=C1CC2(CCN(C(=O)c3cccc(Cl)c3)CC2)Oc2ccccc21	1.4	1.0	-1.4	4.1	0.9	-0.5	-2.2	-93.2	0.9	-2.2	-0.2
36	Cc1cc(C(F)(F)F)nc(NNc2nc(C)cc(C(F)(F)F)n2)n1	0.7	1.5	-5.1	14.9	1.0	-1.9	-1.3	-0.2	-1.1	-5.6	-0.9
37	CC(=O)Nc1ccc(SCC(=O)c2cc(C)n(CC(F)(F)F)c2C)cc1	2.7	1.6	-5.0	-19.3	-0.5	1.6	2.1	-0.1	0.9	3.8	-0.9
38	CC(C)(C)NC(=O)CN(CCc1ccccc1)C(=O)c1csnn1	-0.1	-0.1	0.8	5.1	1.9	-0.3	-3.6	-5.6	-1.1	-2.5	-0.7
39	CC1(C(=O)Nc2cccc(OC(F)(F)F)c2)Cc2c(-c3cccc(C(F)(F)F)c3)ccnc2O1 (centres undefined)	-4.0	·	-5.0	-6.6	-0.7	0.4	3.2	9.8	0.3	-3.3	0.1
40	COc1ccc(-c2cc(C(F)(F)F)n3ncc(C(=O)N(C)Cc4ccccc4)c3n2)cc1	14.8	·	8.9	-6.8	0.1	-1.5	1.3	-159.0	-1.6	-2.5	-1.4
41	COc1ccc(CCNC(=O)CCS(=O)(=O)c2ccc3c(c2)oc(=O)n3C)cc1OC	4.8	0.9	1.6	8.9	-1.2	0.8	-2.2	1.7	0.4	-2.7	-1.1
42	C=CCn1c(C)nnc1SCC(=O)N1CCN(S(=O)(=O)c2ccccc2)CC1	-2.4	-0.1	1.0	0.6	0.9	0.2	2.7	2.4	1.0	-2.0	-0.4
43	O=C(O)c1ccc(/C=N/NC(=O)c2cc3ccccc3cc2O)cc1	1.9	-0.8	2.5	-2.3	-1.1	-0.2	-0.7	-5.1	0.1	-2.4	-1.1
44	CCc1ccc(C(=O)NC(CCSC)C(=O)O)cc1 (centres undefined)	8.2	-1.2	5.2	4.8	0.3	-0.2	0.1	6.2	0.1	-0.9	-0.7
